Screening data as filed in PubChem.
APP transl inh = inhibitors of APP translation via 5'UTR reporter, primary screen, APP 5'UTR luciferase, SH-SY5Y cells | SH-SY5Y APP 5'UTR-luciferase reporter, luminescence | inhibition, % at 2 µM | actives 0.82% (n = 190,000);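 active = inhibition above a set limit, derived from the sample mean plus 3 SD, cut at about 45% in these data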; note: values of inactives mirror those of a sister screen read the other way
STAT1 activator = STAT1 signaling activators, primary screen, cell-based, HTS, luciferase reporter | actives 2.6% (n = 200,000) | NIH 3T3 STAT1-luciferase reporter, IFN-gamma, luminescence; 100% = IFN-gamma alone, no compound | activation (% of control), % at 5.5 µM;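 active = activation above the screen-wide mean activation plus 3 SD, cut at about 130% in these data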;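 note: raw ratio to IFN-gamma control signal so 100% means no change and 0% no light; values of inactives mirror those of a sister screen read the other way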
Diaphorase act = compounds boosting diaphorase resazurin reduction – biochemical, uHTS, resorufin fluorescence, counter-screen for diaphorase-coupled primary assays, primary screen; Diaphorase/resazurin coupled assay, 16 min; hits give high values; 1 = vehicle wells, 0 = NADH-free wells; AID 1229, 2008; activation factor at 20 µM; actives 0.005% (n = 190,000);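 active = diaphorase activity raised at least twofold by the compound at 20 µM; inactive = activation factor below 2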
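Material: Clostridium kluyveri diaphorase, purified enzyme; Quantity: enzyme 0.07 U/mL final; Medium: HEPES pH 7.4 buffer with MgCl2 and Tween 20; Dosing: single compound dose of 20 µM, 1% DMSO final; Schedule: 16 min reaction at room temperature; Measured by: red resorufin fluorescence at 544/590 nm excitation/emission.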
STAT3 inh = IL-6 driven STAT3 reporter inhibitors, primary screen, U3A cells, luciferase, luminescence, MLSCN library. actives 0.89% (n = 190,000). AID 862, 2007. inhibition, % at 5.5 µM. IL-6 STAT3-luciferase reporter; host cell line lacks STAT1;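 active = inhibition above the mean inhibition across all screened compounds plus 3 SD, cut at about 44% in these data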;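 note: 0% = DMSO only wells and 100% = 100 µM nifuroxazide control wells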
Diaphorase inh = diaphorase inhibitors and chemical oxidizers, primary screen, counter-screen for diaphorase-coupled primary assays, biochemical, uHTS, resorufin fluorescence | diaphorase resazurin-to-resorufin fluorescence, NADH, 16 min; bacterial (C. kluyveri) enzyme, not human | inhibition, % at 20 µM | actives 0.69% (n = 190,000);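 active = primary screen inhibition at 20 µM above a set limit, cut at about 50% in these data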;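 note: plate controls were DMSO with full reaction for no effect and wells lacking NADH for full effect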
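controls = No-NADH positive control and DMSO neutral control | system = Clostridium kluyveri diaphorase enzyme | timing = reaction incubation of 16 min at room temperature | signal = resorufin fluorescence 544/590 nm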
Hsp70 activator = Hsp70 transcriptional activators, primary screen, cell-based, HeLa, Hsp70 promoter luciferase, luminescence, 10 µM | HeLa Hsp70 promoter luciferase reporter; scaled: vehicle 0, proteasome-inhibitor control 100% | activation, % at 10 µM | actives 0.04% (n = 200,000);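 active = activation above the mean across all tested compounds plus 3 SD, cutoff set per campaign, cut at about 5.5% in these data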;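 note: 100% = MG132 at 30 µM as the positive control and 0% = DMSO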
TLR4 MyD88 comp = inhibitors of TLR4-MyD88 association in cells, primary screen, cell-based, HeLa CL3-4, BLA complementation, FRET ratio; Toll-like receptor 4 (Homo sapiens) + Myeloid differentiation primary response protein …; inhibition, % at 8.4 µM; actives 0.18% (n = 200,000); HeLa CL3-4 TLR4/MyD88 BLA complementation; in the data active = inhibition above about 25%;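 note: 0% = vehicle and 100% = reference inhibitor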
Target sequence (O00206 whole entry, looked up): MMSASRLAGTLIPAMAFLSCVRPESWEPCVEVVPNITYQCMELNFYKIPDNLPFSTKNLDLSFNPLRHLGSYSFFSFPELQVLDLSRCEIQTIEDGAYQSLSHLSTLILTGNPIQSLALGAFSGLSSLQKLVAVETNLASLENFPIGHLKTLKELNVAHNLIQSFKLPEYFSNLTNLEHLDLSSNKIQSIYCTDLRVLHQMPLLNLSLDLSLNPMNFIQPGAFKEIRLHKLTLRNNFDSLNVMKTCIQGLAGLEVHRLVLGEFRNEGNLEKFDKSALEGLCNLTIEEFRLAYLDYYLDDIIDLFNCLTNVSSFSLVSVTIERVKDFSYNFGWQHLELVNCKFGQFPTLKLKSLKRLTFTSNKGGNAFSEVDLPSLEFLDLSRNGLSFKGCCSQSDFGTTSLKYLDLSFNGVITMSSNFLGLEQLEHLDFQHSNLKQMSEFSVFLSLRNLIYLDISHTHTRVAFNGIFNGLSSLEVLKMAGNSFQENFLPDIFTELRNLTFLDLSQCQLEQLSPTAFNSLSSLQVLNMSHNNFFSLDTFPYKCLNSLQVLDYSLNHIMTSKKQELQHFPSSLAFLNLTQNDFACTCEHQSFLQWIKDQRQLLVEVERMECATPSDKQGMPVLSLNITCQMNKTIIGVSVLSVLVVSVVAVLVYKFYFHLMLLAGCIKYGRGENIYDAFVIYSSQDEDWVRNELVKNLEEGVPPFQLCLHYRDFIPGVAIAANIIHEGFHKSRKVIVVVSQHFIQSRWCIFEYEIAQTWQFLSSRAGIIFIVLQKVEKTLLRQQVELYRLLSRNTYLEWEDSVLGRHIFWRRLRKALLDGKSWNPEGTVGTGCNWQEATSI
Target sequence (Q99836 whole entry, looked up): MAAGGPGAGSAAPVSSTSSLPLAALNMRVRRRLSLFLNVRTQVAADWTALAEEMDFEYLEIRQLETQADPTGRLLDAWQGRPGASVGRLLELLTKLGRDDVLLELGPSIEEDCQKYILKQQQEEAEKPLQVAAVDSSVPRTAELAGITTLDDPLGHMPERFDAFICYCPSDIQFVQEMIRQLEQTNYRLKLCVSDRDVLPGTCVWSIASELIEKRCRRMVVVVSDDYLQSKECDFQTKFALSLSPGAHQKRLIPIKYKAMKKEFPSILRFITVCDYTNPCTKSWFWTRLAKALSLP
STAT1 inh = STAT1 signaling inhibitors, primary screen, cell-based, HTS, luciferase reporter | actives 0.35% (n = 200,000) | AID 920, 2007 | inhibition, % at 5.5 µM | NIH 3T3 STAT1-luciferase reporter, IFN-gamma, luminescence;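 active = inhibition above a set limit, the mean inhibition across all tested compounds plus 3 SD, cut at about 34% in these data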;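 note: 0% = IFN-gamma with DMSO and 100% = IFN-gamma with 300 µM nifuroxazide; values of inactives mirror those of a sister screen read the other way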
G6PDH CS = L. mesenteroides G6PDH inhibitors, counter-screen for G6PDH-coupled screening assays, biochemical, Leuconostoc mesenteroides enzyme. glucose-6-phosphate dehydrogenase [Leuconostoc mesenteroides]. Purified L. mesenteroides G6PDH, diaphorase/resazurin coupled fluorescence, 45 min. inhibition, % at 5 µM. actives 0.12% (n = 200,000). AID 1020, 2008; in the data active = inhibition above about 50%
STAT3 act = IL-6 driven STAT3 reporter potentiators, primary screen, U3A cells, luciferase, luminescence, MLSCN library | IL-6 STAT3-luciferase reporter; 100% = signal with IL-6 EC80 alone | activation (% of control), % at 5.6 µM | actives 0.91% (n = 190,000) | AID 871, 2007;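 active = activation above the screen-wide mean of compound activation plus 3 SD, cut at about 130% in these data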;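 note: 0% = background luminescence of wells with medium and substrate only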
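Test system: human U3A cells carrying STAT3-luciferase construct; control set: IL-6-only wells as 100% reference; timing: compound pre-incubation 1 h before IL-6, then 6 h stimulation at 37 °C; also added: IL-6 stimulus at 33 ng/mL final; evaluation: % activation versus median of IL-6-stimulated wells; detection: reporter luminescence signal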
* marks the source's active call; other numbers are inactive results; . = not tested or not shown; & = joins results of further samples.

1. COc1ccc(-n2ccnc2SCC(=O)NC2CCCC2)c(OC)c1
2. CCc1ccc(NC(=O)c2cnn3c(C(F)F)cc(C)nc23)cc1
3. CCCSc1nc(C)cc(=O)[nH]1
4. COc1cc(OC)c(NC(=O)c2ccccc2F)cc1Cl
5. COc1ccc(OC)c(-n2nnnc2SCC(=O)N2CCN(C(=O)c3ccco3)CC2)c1
6. O=C(CO/N=C/c1ccc(OC(F)F)cc1)NC1CCCC1
7. COc1cccc(CNCCc2c[nH]c3ccccc23)c1OCc1ccccc1F
8. CCOC(=O)N1CCN(C(=O)C2CCN(Cc3ccc(OC)cc3OC)CC2)CC1

Screen / compound no. | 1 | 2 | 3 | 4 | 5 | 6 | 7 | 8
Diaphorase inh | 2 | 8 | 10 | -8 | 2 | 4 | -1 | 0
STAT1 inh | -1 | -4 | -1 | -20 | -2 | -3 | 12 | 6
STAT3 inh | 4 | -7 | -2 | -46 | -2 | 2 | 10 | 0
Diaphorase act | 1 | 0.9 | 0.9 | 1.1 | 1 | 1 | 1 | 1
TLR4 MyD88 comp | -12 | -4 | -6 | 7 | -7 | -13 | 19 | 10
STAT1 activator | 99 | 103 | 101 | 119 | 101 | 103 | 89 | 95
G6PDH CS | 4 | 16 | -4 | 1 | 8 | 0 | 8 | 16
APP transl inh | -11 | -9 | 5 | 0 | 3 | 8 | -4 | 3
STAT3 act | 99 | 113 | 103 | 138* | 106 | 104 | 96 | 98
Hsp70 activator | -0.3 | -0.2 | -0.5 | 0.2 | -0.4 | -0.1 | -0.2 | -0.2

Brought forward from above: 2 compounds, followed by the next part.
7. COc1cccc(CNCCc2c[nH]c3ccccc23)c1OCc1ccccc1F
8. CCOC(=O)N1CCN(C(=O)C2CCN(Cc3ccc(OC)cc3OC)CC2)CC1
9. O=C(CN1CCN(S(=O)(=O)c2ccccc2)CC1)Nc1cccc(C(F)(F)F)c1
10. COC(=O)c1sccc1NC(=O)COc1ccc(C)cc1
11. CCOC(=O)CC1(CC(=O)OCC)NC(=O)c2c(C)sc(C(=O)OCC)c2N1
12. Cc1nn(-c2ccccc2)c(C)c1C(=O)OCC(=O)NCc1ccco1
13. COc1cc(N=C(N)N=C(N)N)cc(OC)c1
14. OCCN(Cc1ccccc1)CC1CC2C=CC1C2 (centres undefined)
15. CS(=O)(=O)c1ccc2nc(NC(=O)C3COc4ccccc4O3)sc2c1 (centres undefined)
16. CC(=O)Nc1cccc(-c2cnc3ccccc3n2)c1

Screen / compound no. | 7 | 8 | 9 | 10 | 11 | 12 | 13 | 14 | 15 | 16
Diaphorase inh | -1 | 0 | 26 | 20 | 11 | 14 | 2 | 10 | 12 | 7
STAT1 inh | 12 | 6 | -9 | -8 | -6 | 2 | 5 | 3 | -16 | -62
STAT3 inh | 10 | 0 | 4 | 13 | 8 | 4 | 8 | 4 | -3 | 5
Diaphorase act | 1 | 1 | 0.7 | 0.8 | 0.9 | 0.9 | 1 | 0.9 | 0.9 | 0.9
TLR4 MyD88 comp | 19 | 10 | 1 | 10 | -1 | 16 | 4 | 7 | 7 | 9
STAT1 activator | 89 | 95 | 108 | 105 | 106 | 99 | 93 | 100 | 115 | 159*
G6PDH CS | 8 | 16 | 6 | 16 | -22 | 7 | 2 | -3 | 2 | 2
APP transl inh | -4 | 3 | 0 | -12 | 10 | 4 | -7 | -1 | 2 | -60
STAT3 act | 96 | 98 | 101 | 94 | 96 | 99 | 98 | 99 | 105 | 97
Hsp70 activator | -0.2 | -0.2 | 0.1 | -0.1 | 0.2 | -0.3 | -0.2 | -0.2 | -0.1 | 0.1

Results in APP transl inh and STAT1 activator (three entries from above):
entry	SMILES	APP transl inh	STAT1 activator
9	O=C(CN1CCN(S(=O)(=O)c2ccccc2)CC1)Nc1cccc(C(F)(F)F)c1	0	108
10	COC(=O)c1sccc1NC(=O)COc1ccc(C)cc1	-12	105
11	CCOC(=O)CC1(CC(=O)OCC)NC(=O)c2c(C)sc(C(=O)OCC)c2N1	10	106

Remaining list, next part
17. CNC(=S)N=Nc1c(O)[nH]c2ccccc12
18. CC(=O)NC(Cc1ccc(F)cc1)C(=O)NC1CCN(c2nnnn2-c2ccccc2)CC1 (centres undefined)
19. CCc1ccc(CN(C)Cc2nc(-c3cccc(Cl)c3)no2)nc1
20. Cc1onc(-c2ccccc2)c1C(=O)OCC(=O)Nc1ccc2c(c1)OCO2
21. CCCCOC(=O)Cn1c(=N)n(CCC)c2ccccc21
22. Cc1ccc(/C=N/NC(=O)CCn2nc(C)cc2C)c(C)c1
23. Cc1ccc(NC(=O)C2C3C=CC4(CN(Cc5cccnc5)C(=O)C24)O3)cc1 (centres undefined)
24. CC(O)CNc1nc2c(c(=O)n(C)c(=O)n2C)n1C/C=C/c1ccccc1 (centres undefined)

Screen / compound no. | 17 | 18 | 19 | 20 | 21 | 22 | 23 | 24
Diaphorase inh | 11 | 15 | 2 | 16 | 9 | 3 | 14 | 15
STAT1 inh | -9 | 7 | 6 | 1 | 1 | 2 | -4 | 8
STAT3 inh | 11 | 6 | 4 | 15 | 12 | 3 | -9 | 2
Diaphorase act | 0.9 | 0.8 | 1 | 0.8 | 0.9 | 1 | 0.9 | 0.8
TLR4 MyD88 comp | -2 | 1 | -19 | -4 | -9 | 9 | 2 | -10
STAT1 activator | 108 | 93 | 93 | 99 | 99 | 97 | 104 | 93
G6PDH CS | -9 | 12 | 4 | 13 | -1 | 0 | -6 | 3
APP transl inh | -12 | -22 | -20 | 0 | -6 | 5 | -31 | -1
STAT3 act | 94 | 96 | 100 | 95 | 98 | 102 | 107 | 104
Hsp70 activator | -0.3 | -0.4 | -0.2 | -0.3 | -0.3 | -0.1 | 0.0 | -0.4

25. CN(C)CCN(Cc1ccccc1)c1ccccn1
26. COc1ccc(S(=O)(=O)NCc2ccccn2)cc1Cl
27. COC(=O)c1ccccc1NC(=O)c1ccnn1C
28. CCCCCC[n+]1c(-c2ccc(Cl)cc2Cl)csc1Nc1ccccc1
29. CCOCCCNC(=O)C(c1ccc(C)cc1)N(Cc1ccc2c(c1)OCO2)C(=O)c1cnccn1 (centres undefined)
30. COC(=O)CSC1=C(C#N)C(=O)NC(c2ccccc2)S1 (centres undefined)
31. CCc1cc2cc3c(cc2nc1SCC(=O)Nc1nccs1)OCO3
32. COc1ccccc1C1CC(c2ccc(Cl)cc2)Nc2ncnn21 (centres undefined)

Screen / compound no. | 25 | 26 | 27 | 28 | 29 | 30 | 31 | 32
Diaphorase inh | 4&20 | 8 | 16 | 14 | 12 | 1 | -8 | 16
STAT1 inh | 3 | 2 | -10 | 1 | -4 | 1 | -4 | -5
STAT3 inh | 8 | 10 | 19 | 2 | 1 | -5 | 0 | -2
Diaphorase act | 1&0.8 | 0.9 | 0.8 | 0.9 | 0.9 | 1 | 1.1 | 0.8
TLR4 MyD88 comp | 6 | 13 | -9 | -2 | 10 | 2 | 12 | 7
STAT1 activator | 98 | 98 | 108 | 99 | 104 | 100 | 104 | 104
G6PDH CS | 10&16 | 7 | 16 | -1 | 6 | 3 | 7 | 25
APP transl inh | -3 | -6 | 8 | -14 | 7 | 4 | -4 | -17
STAT3 act | 95 | 95 | 87 | 103 | 103 | 105 | 101 | 102
Hsp70 activator | -0.1&-0.3 | -0.5 | -0.1 | -0.3 | -0.4 | -0.4 | -0.3 | -0.3

33. COc1ccc(COC(=O)Nc2c(SC)nsc2SC)cc1
34. C=CCn1c(SCC(=O)CC(=O)OCC)nc2cc(C(=O)N3CCC(C(N)=O)CC3)ccc2c1=O
35. COc1cccc(/C=C(/C#N)c2ccc(Cl)cc2)c1OCc1cccc(C(=O)O)c1
36. O=C(Nc1ccccn1)NC12CC3CC(CC(C3)C1)C2
37. CC(=O)c1c(COC(=O)c2cccnc2)nc2ccccc2[n+]1[O-]
38. Brc1ccc(-c2nn3c(Cc4ccccc4)nnc3s2)o1
39. COC(=O)CSC(C(=O)Nc1ccc(C)c(C)c1)c1ccccc1 (centres undefined)
40. O=C(N/C(=C\c1ccc(Br)cc1)C(=O)N1CCCC1)c1cccs1

Screen / compound no. | 33 | 34 | 35 | 36 | 37 | 38 | 39 | 40
Diaphorase inh | -1 | -3 | 16 | 13 | 31 | 0 | 20 | 14
STAT1 inh | 9 | -1 | -4 | -18 | 1 | 8 | -5 | 5
STAT3 inh | 2 | 2 | 1 | 1 | 2 | 8 | -4 | 10
Diaphorase act | 1 | 1 | 0.8 | 0.9 | 0.7 | 1 | 0.8 | 0.9
TLR4 MyD88 comp | -11 | -16 | -6 | 3 | -4 | 6 | 2 | 1
STAT1 activator | 92 | 100 | 103 | 116 | 99 | 92 | 104 | 95
G6PDH CS | 4 | -2 | -2 | 4 | 1 | 7 | 1 | 10
APP transl inh | -5 | -9 | -29 | 10 | 6 | 3 | . | -2
STAT3 act | 103 | 100 | 110 | 101 | 100 | 101 | 109 | 99
Hsp70 activator | -0.1 | -0.3 | 0.0 | -0.3 | 0.0 | 0.5 | -0.2 | 0.8

41. COc1ccc(-n2nnnc2-c2cnc3cc4c(cc3c2C)OCO4)cc1
42. NC12NC(=O)C3(O)C4C5CC(C6C5C3C61)C42 (centres undefined)
43. Cc1cccc(C(=O)N/N=C/c2cc(Br)c(Br)o2)c1
44. CCOCCn1c(N2CCN(c3ccccc3)CC2)nc2c1c(=O)[nH]c(=O)n2C
45. COc1ccc(Nc2nnc(SCC(=O)NC(=O)Nc3ccc4c(c3)OCCO4)s2)cc1

Screen / compound no. | 41 | 42 | 43 | 44 | 45
Diaphorase inh | 11 | -8 | 6 | . | 1
STAT1 inh | 11 | -3 | -1 | -1 | -34
STAT3 inh | 10 | 9 | 18 | -10 | -6
Diaphorase act | 0.9 | 1.1 | 0.9 | . | 1
TLR4 MyD88 comp | -10 | -3 | -11 | 7 | -4
STAT1 activator | 90 | 101 | 100 | 99 | 128
G6PDH CS | 0 | 22 | -1 | 14 | -4
APP transl inh | -10 | -40 | 1 | -16 | -16
STAT3 act | 97 | 94 | 86 | 110 | 109
Hsp70 activator | -0.3 | -0.3 | -0.1 | -0.2 | -0.4
